3CLpro inhibitor: SARS-CoV 3CLpro protease inhibitors, primary screen, biochemical, quenched FRET; Replicase polyprotein 1ab (Severe acute respiratory syndrome coronavirus), P0C6X7; recombinant SARS-CoV 3CLpro, quenched FRET peptide cleavage; inhibition, % at 6 µM; 0.14% of 290,000 active; AID 1706, 2009; in the data active means inhibition above about 12%
CCHFV vOTU inh: CCHFV vOTU protease inhibitors, primary screen, biochemical, Pep-AMC substrate, fluorescence. Crimean-Congo hemorrhagic fever virus L polyprotein viral ovarian tumor (vOTU) protease …. AID 651958, 2012. inhibition, % at 11.5 µM. 0.55% of 370,000 active; in the data active means inhibition above about 30%; further: 0% = vehicle wells with enzyme and 100% = no enzyme wells
Y pestis TopoI: Yersinia pestis topoisomerase I inhibitors, primary screen, biochemical, cleavage product accumulation, plate reader, single point | DNA topoisomerase I (Yersinia pestis CO92) | Y. pestis Topo-I cleavage product accumulation | activity, % at 10 µM | 0.064% of 360,000 active; in the data active means activity above about 50%, passing the limit was not always enough; further: inactives centre near 2
Vc quorum ag: inducers of Vibrio cholerae quorum light production without autoinducers, primary screen, BH1578 luxS cqsA deficient, single point; 0.16% of 350,000 active; activation, % at 18.7 µM; AID 588436, 2011; V. cholerae BH1578 lux reporter, luminescence, 6 h; in the data active means activation mostly above about 9.7%, no sharp cut-off; further: not every result past the cut was called active; inactives centre near 0; reference of the scale not given here
MazF activator: activators of E. coli MazEF toxin-antitoxin RNase, primary screen, biochemical, fluorescence, uHTS; Endoribonuclease toxin MazF (Escherichia coli (strain K12)), P0AE70; FAM/BHQ RNA-DNA oligo cleavage fluorescence, 5 h; activation, % at 20 µM; 0.32% of 350,000 active; in the data active means activation above about 50%
Target sequence (P0AE70 whole entry, looked up): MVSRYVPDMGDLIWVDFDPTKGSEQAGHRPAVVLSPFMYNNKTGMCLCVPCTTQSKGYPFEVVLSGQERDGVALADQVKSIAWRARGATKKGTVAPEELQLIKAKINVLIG
VHR inh abs: VHR1 phosphatase inhibitors, primary screen, biochemical, absorbance, uHTS | recombinant VHR phosphatase, pNPP absorbance | inhibition, % at 13.3 µM | 0.52% of 290,000 active; in the data active means inhibition above about 50%; further: some compounds called inactive have numbers as strong as hits
Target sequence (P51452 whole entry, looked up): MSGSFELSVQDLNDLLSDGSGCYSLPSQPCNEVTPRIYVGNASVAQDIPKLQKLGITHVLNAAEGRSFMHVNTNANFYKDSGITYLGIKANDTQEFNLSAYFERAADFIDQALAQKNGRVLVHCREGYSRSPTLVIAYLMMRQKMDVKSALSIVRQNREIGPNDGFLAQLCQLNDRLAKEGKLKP
PrPC TRFRET: inhibitors of human cell surface prion protein PrPC, primary screen, cell-based, TR-FRET; 0.43% of 370,000 active; Major prion protein (Homo sapiens), P04156; AID 720596, 2013; inhibition, % at 13.8 µM; TR-FRET read-out; in the data active means inhibition above about 24%; further: 0% = median of the test wells and 100% = reference compound wells
SSB-PriA inh: inhibitors of Klebsiella pneumoniae PriA binding to SSB C-terminal tail, primary screen, biochemical, AlphaScreen; inhibition, % at 33 µM; AlphaScreen SSBct-PriA binding, biotinylated peptide; 0.6% of 430,000 active; PriA–SSB C-terminal tail interaction (Klebsiella pneumoniae); AID 1272365, 2023; in the data active means inhibition mostly above about 37%, no sharp cut-off; inactive means mostly below about 20%;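 further: plate controls were negative control peptide for no effect and reference peptide for full effect; strong numbers were not always called active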
TcdB GH inh: TcdB glycohydrolase inhibitors, primary screen, biochemical, single point, plate reader; TcdB glycohydrolase enzymatic assay; inhibition, % at 9.99 µM; 0.24% of 350,000 active; in the data active means inhibition above about 10%
Rv3671c protease: Rv3671c serine protease inhibitors, primary screen, biochemical, fluorescence polarization, M. tuberculosis H37Rv | inhibition, % at 5.96 µM | AID 2606, 2010 | P9WHR9 | 0.048% of 320,000 active; in the data active means inhibition above about 38%;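 further: extracellular domain of Rv3671c used as enzyme; 0% = enzyme with DMSO and 100% = no enzyme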
Target sequence (P9WHR9 whole entry, looked up, the tested form may be a part): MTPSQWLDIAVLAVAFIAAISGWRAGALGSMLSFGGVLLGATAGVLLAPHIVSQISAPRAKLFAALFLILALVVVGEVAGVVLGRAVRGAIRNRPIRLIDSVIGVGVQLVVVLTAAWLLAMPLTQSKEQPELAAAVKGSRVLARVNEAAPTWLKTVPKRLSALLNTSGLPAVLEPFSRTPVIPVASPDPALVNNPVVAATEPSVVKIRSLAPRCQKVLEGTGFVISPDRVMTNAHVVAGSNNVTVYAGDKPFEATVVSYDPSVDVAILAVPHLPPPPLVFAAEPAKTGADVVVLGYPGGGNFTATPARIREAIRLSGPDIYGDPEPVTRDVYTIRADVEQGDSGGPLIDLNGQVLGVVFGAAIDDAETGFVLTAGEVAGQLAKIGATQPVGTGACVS
Active calls of the source: *; i = inactive; / = no result given; & = joins results of further samples. An excerpt; rates above refer to the full screens.

SMILES	3CLpro inhibitor	CCHFV vOTU inh	Y pestis TopoI	Vc quorum ag	MazF activator	VHR inh abs	PrPC TRFRET	SSB-PriA inh	TcdB GH inh	Rv3671c protease
COc1ccc(CNc2nc(SC)n[nH]2)cc1OC	-2	-3	-3	i	3	-11	-1	-4	/	4
CCOC(=O)c1c2n(c3ccc(O)cc13)CCCCC2	1	18	2	0.8	-1	7	-4	5	/	-13
O=C(CON=C1c2ccccc2-c2ccccc21)NC12CC3CC(CC(C3)C1)C2	-1	14	-1	-0.1	-16	-3	3	-4	/	-27
Cc1cc(C)nc(NC(=O)c2cc(Br)ccc2Cl)n1	-6	10	1	-0.3	8	26	1	-11	0.9	2
Cc1cc(N2CCN(S(=O)(=O)c3ccc4c(c3)OCCO4)CC2)n2ncnc2n1	4	-1	3	-2.7	6	-31	-2	-13	/	-15
COC(=O)c1cc(NC(=O)Nc2ccccc2)ccc1Cl	0	5	-4	-0.3	-1	15	12	1	2.1	-36
O=C(CSc1ncn[nH]1)NCCc1ccc(Cl)cc1	-2	4	-1	-1.8	-16	-4	3	-5	0.6	2
CC(=O)n1cc([C@H]2C=C(C(=O)N3CCN(Cc4ccc5c(c4)OCO5)CC3)O[C@@H](OCc3ccc(CO)cc3)C2)c2ccccc21	2	-7	22	-0.3	-15	30	-1	13	0.8&0.2	-8
Cc1cccc(-n2c(SCC(N)=O)nnc2-c2ccccn2)c1C	-1	11	-4	/	3	28	0	-15	/	13
CCc1ccccc1NC(=O)CNC(=O)CSC(=S)N1CCCC1	/	-5	6	-2.0	1	/	3	-2	0.7	-3
CCOc1ccc(-c2n[nH]c(=S)n2/N=C/c2cc3c(cc2[N+](=O)[O-])OCO3)cc1	-7	-12	0	-0.4	-9	-4	-4	/	/	9
COc1ccccc1C1CN(c2ccccc2)N=C1c1cccs1 (stereo unspecified)	-2	-18	-17	-3.3	-13	-18	7	-67	4.2	-1
Cc1[nH]n(-c2cccc([N+](=O)[O-])c2)c(=O)c1-c1ccccc1	3	5	-1	6.7	6	6	-7	18	1.4	5
CN(CC(=O)N1CCN(Cc2ccccc2)CC1)S(=O)(=O)c1ccc(F)cc1	-1	-1	-12	-0.3	2	4	-4	-12	-3.2	-2
Cc1onc(-c2ccccc2Cl)c1C(=O)Nc1ccc(Cl)cn1	5	15	1	-1.3	0	37	7	-12	2.3	-4
O=C(CN1C(=O)NC2(CCCC2)C1=O)Nc1nc2ccccc2s1	/	16	-6	i	-1	/	-3	-11	-0.2	-6
COc1ccc([C@H]2C[C@H](O)[C@@H](n3cc(C4CC4)nn3)CN2Cc2cccs2)cc1	/	5	-4	-0.4	5	/	5	/	-7.4	/
CN(Cc1ccccc1)C(=O)c1ccc2sc([C@@H]3O[C@H](CO)[C@H](O)[C@H](O)[C@H]3O)nc2c1	/	6	2	i	/	/	-2	/	-0.1	/
COC(=O)c1ccc(S(=O)(=O)c2ccccc2)c(N)c1	0	-179	2	-7.7	1	28	0	1	/	-5
CN(C)c1ccc(/C=C2/C(=O)NC(=O)N(Cc3ccco3)C2=O)cc1	4	0	1	-0.1	-96	2	1	5	-1.0	-15
COc1ccc(OC)c(S(=O)(=O)N2CCC(C(=O)N3CCN(Cc4ccccc4)CC3)CC2)c1	-6	-7	38	i	-3	-1	2	-6	/	7
COc1ccc(S(=O)(=O)CCC(=O)N2c3ccccc3CC2C)cc1 (stereo unspecified)	1	7	-1	0.0	2	-4	-1	-6	/	-5
CCOC(=O)c1c(O)c2ccccc2oc1=O	1	8	0	-0.3	8	-9	11	-5&-14	-5.9	1
O=C(NC1CCCC1)C(c1ccccc1F)N(C(=O)c1csnn1)C1CC1 (stereo unspecified)	-4	1	-10	-0.5	-2	39	-2	-12	0.4	-1
O=C(c1cccnc1)N1N=C(C2CC2)CC1(O)C(F)(F)F (stereo unspecified)	-1	2	0	8.3	-10	7	-1	12	1.1	4
CCCCNC(=O)[C@H]1C[C@H]1[C@@H](O)[C@H](CO)NC(=O)[C@H](Cc1ccccc1)NC(=O)OC(C)(C)C	0	17	2	i	0	5	-3	-8	0.4	3
CCC(=O)N1CCc2nc(-c3ccccc3)sc2C1	-1	8	2	i	6	7	-10	-17	0.3	1
O=C(CN(c1ccc(Cl)c(C(F)(F)F)c1)S(=O)(=O)c1ccccc1)N/N=C/c1cccc2c1OCCO2	-1	12	4	2.7	-9	26	-3	/	/	-51
O=C(CCC1N=C2c3ccccc3N=C(SCc3ccc(F)cc3)N2C1=O)NCc1ccco1 (stereo unspecified)	2	-9	23	-0.3	6	-11	1	9	/	-19
O=C(CCNS(=O)(=O)c1c(Cl)cccc1Cl)OCC(=O)c1ccccc1	-1	-5	-9	-0.1	-6	-3	11	-14	0.6	-6
CC(=O)N1N=C(c2cccnc2)OC1c1ccc(C(C)C)cc1 (stereo unspecified)	2	9	-2	-8.3	2	26	1	0	0.8	5
Fc1ccc(-c2csc(-c3cccnc3)n2)cc1F	4	-11	8	-0.6	4	-6	-8	-3	-2.3	-8
COc1ccc2c(c1)C1CC(C)(NC(=O)C1C(=O)c1ccccc1)O2 (stereo unspecified)	7	0	-1	-0.6	-4	-11	3	-5	/	-6
COc1cccc(/C=N/NC(=O)C(C)Cn2cnc3ccccc32)c1 (stereo unspecified)	-2	-4	-6	-0.4	3	-14	-5	i	2.3	2
O=C(N=C1SC2CS(=O)(=O)CC2N1CCc1ccc(F)cc1)C1CCCCC1 (stereo unspecified)	-4	12	6	i	-1	7	-8	-1	0.9	-5
Cc1ccc(S(=O)(=O)N2CCOCC2)cc1C(=O)Nc1cccc(C(=O)NC2CC2)c1	/	-3	-1	0.3	-1	/	3	-4	1.2	9
CS(=O)(=O)c1ccc(S(=O)CC(=O)OCc2ccccc2)c([N+](=O)[O-])c1 (stereo unspecified)	3	7	-7	-0.3	-1	-6	-16	6	-0.1	/
Cn1c(=N)n(CC(=O)c2ccc(Br)cc2)c2ccccc21	/	-11	4	-0.5	20	/	1	1	4.3	-1
C=C(C)CN(CC)C(=O)CSc1ccc(S(=O)(=O)N2CCN(C)CC2)cn1	/	3	-5	-3.7	-1	/	-1	-2	0.8	/
COc1ccc(C(=O)N/N=C/c2ccc(OC)c(COc3ccccc3)c2)cc1	-5	-4	-3	i	9	1	4	/	-1.0	-13
Cc1ccc(OCC(=O)Nc2ccc3c(c2)C(=O)NC3=O)c(C)c1	5	16	11	i	6	1	0	9	-0.8	-3
O=C(NCC(c1ccco1)N1CCCC1)c1cn(Cc2ccccc2)nc1-c1ccccc1 (stereo unspecified)	/	-7	8	i	-5	/	0	6	-0.3	-6
COc1ccc(-n2c(N)c(Br)c(=O)[nH]c2=O)cc1	2	1	-14	-14	7	-6	2	-2	0.5	4
Cn1c(CCNC(=O)c2ccc(Cl)cc2)n[nH]c1=S	2	-6	-5	i	6	21	0	-8	/	-4
CN1CCCC(CC2Oc3ccccc3Sc3ccccc32)C1 (stereo unspecified)	1	6	-6	-0.6	21	2	-6	18	0.7	-8
CC(C)CCn1cnc2c(cnn2-c2ccc(Cl)cc2)c1=O	-3	0	10	i	-3	26	-1	-3	/	8
Cc1ccccc1C(=O)NCCN1CCOCC1	-1	-12	0	i	4	15	4	-13	0.7	1
O=C(CN1CCN(c2ccc(O)cc2)CC1)Nc1cc(S(=O)(=O)N2CCCC2)ccc1Cl	-3	11	1	i	-15	10	0	8	-2.5	3
CCOC(=O)c1cc(OC(=O)Cc2ccc(OC)c(S(=O)(=O)N3CCOCC3)c2)cc(C(=O)OCC)c1	/	-7	25	-0.5	-7	/	3	/	-1.1	/
O=C(NCc1cccnc1)c1ccc(-c2ccc(Cl)cc2)o1	0	3	-6	-0.2	5	15	9	2	1.0	-6

Another view of some results above.
Sequence of screens – 3CLpro inhibitor	CCHFV vOTU inh	Y pestis TopoI	Vc quorum ag	MazF activator	VHR inh abs	PrPC TRFRET	SSB-PriA inh	TcdB GH inh	Rv3671c protease
- CN1CCCC(CC2Oc3ccccc3Sc3ccccc32)C1 (stereo unspecified)
 : 1	6	-6	-0.6	21	2	-6	18	0.7	-8
- O=C(NCC(c1ccco1)N1CCCC1)c1cn(Cc2ccccc2)nc1-c1ccccc1 (stereo unspecified)
 : /	-7	8	i	-5	/	0	6	-0.3	-6

Back to the main list, starting 3 compounds before the break.
SMILES	3CLpro inhibitor	CCHFV vOTU inh	Y pestis TopoI	Vc quorum ag	MazF activator	VHR inh abs	PrPC TRFRET	SSB-PriA inh	TcdB GH inh	Rv3671c protease
O=C(CN1CCN(c2ccc(O)cc2)CC1)Nc1cc(S(=O)(=O)N2CCCC2)ccc1Cl	-3	11	1	i	-15	10	0	8	-2.5	3
CCOC(=O)c1cc(OC(=O)Cc2ccc(OC)c(S(=O)(=O)N3CCOCC3)c2)cc(C(=O)OCC)c1	/	-7	25	-0.5	-7	/	3	/	-1.1	/
O=C(NCc1cccnc1)c1ccc(-c2ccc(Cl)cc2)o1	0	3	-6	-0.2	5	15	9	2	1.0	-6
COc1ccc(C2C(=O)N(C3CCCCC3)CC(=O)N2Cc2ccc3c(c2)OCO3)cc1 (stereo unspecified)	5	0	-5	-0.6	-3	6	-5	1	0.1	-7
COCc1cccc(-c2csc(C(C)(O)c3cccc(OC)c3)n2)c1 (stereo unspecified)	/	4	5	-0.5	/	/	-3	/	0.7	/
CCCCn1nnnc1SCC(=O)Nc1cccc(C)c1	3	3	1	-0.3	-23	2	7	-13	1.8	4
C#CC(C)OC(=O)Nc1cnccc1C(F)(F)F (stereo unspecified)	1	-6	-6	i	3	29	-1	-5	1.8	-2
Cc1ccc2oc(C(=O)NCc3ncc(C)[nH]3)c(C)c2c1	4	2	7	i	1	30	11	0	-0.5	0
Cc1ccsc1/C=N/NC(=O)c1cccc(S(=O)(=O)Nc2ccccc2Cl)c1	3	7	2	-0.4	0	26	-6	/	1.7	6
Cc1ccc(-c2csc(NC(=O)CSc3nc(C)cc(=O)[nH]3)n2)cc1	0	5	/	/	3	-11	4	-2	/	-3
C/C(=C/C(=O)N1CCN(C)CC1)C(=O)O	-5	6	6	4.5	6	12	-2	-6	0.1	-8
O=C1NC(=O)/C(=C\c2ccccc2OCc2ccc([N+](=O)[O-])cc2)N1	0	-1	-4	i	9	-10	-18	-6	0.5	-5
CCOC(=O)c1c(NC(=O)C(F)(OC)C(F)(F)F)sc(C(=O)N2CCCCC2)c1C (stereo unspecified)	1	16	15	i	0	15	-6	-13	/	9
Cc1ccc(S(=O)(=O)NCC(=O)N(CC(=O)NCc2ccco2)Cc2ccc3c(c2)OCO3)cc1	-5	6	11	0.7	-3	5	-3	4	/	2
C=CCN1C=CC(=O)[C@@H](OC(=O)Nc2ccc(Br)cc2)[C@H]1c1ccccc1Br	/	18	-4	i	1	/	4	-2	-0.1	/
CCCC(=O)N1CCN(c2ccc(NC(=O)c3cc4ccccc4o3)cc2Cl)CC1	8	16	8	-1.8	-2	28	22	-5	/	-2
Fc1ccccc1-c1nc(-c2cnccc2C(F)(F)F)no1	-6	-1	7	i	-3	-18	6	-15	1.9	4
CCOc1ccc(-c2nnc(-c3ccccc3)o2)cc1	3	-2	2	i	-2	31	-3	-1	/	-10
CC(=O)c1cccc(NC(=O)CN2C(=O)COc3ccc(S(=O)(=O)N4CCOCC4)cc32)c1	-8	9	-8	-0.3	5	7	10	-6	-1.3	-3
CCOC(=O)c1c(NC(=O)c2ccnn2C)sc(C)c1C	-3	0	4	i	-6	40	15	1	/	6
